SKN-1 inh: C. elegans SKN-1 inhibition. C. elegans VP596 Pgst-4::GFP/RFP ratio, acrylamide-induced, 24 h. inhibition, % at 21.8 µM. 360,000 tested, 0.49% active;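 active = interference check ratio from 0.5 to 1.5 plus GFP to RFP signal ratio inhibition reaching or exceeding a fixed threshold, cut at about 30% in these data, passing the limit was not always enough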; note: some compounds called inactive have numbers as strong as hits
CendR NRP1 mod: modulators of CendR peptide binding to human neuropilin-1 | O14786 | FAM-RPARPAR peptide binding to NRP-1, fluorescence polarization | inhibition, % at 25 µM | 360,000 tested, 0.85% active;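 active = inhibition or corrected inhibition above about 18%, plus a signal ratio from 0.5 to 1.5, limit read from the data, passing the limit was not always enough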; note: strong numbers were not always called active
eLon inh: inhibits E. coli Lon protease | 360,000 tested, 0.42% active | P0A9M0 | AID 602123 | purified E. coli Lon protease, fluorescence polarization | inhibition, % at 7.94 µM; in the data active = inhibition above about 13%, passing the limit was not always enough;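 note: 0% = enzyme with probe and DMSO and 100% = no enzyme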
Target sequence (P0A9M0 whole entry, looked up): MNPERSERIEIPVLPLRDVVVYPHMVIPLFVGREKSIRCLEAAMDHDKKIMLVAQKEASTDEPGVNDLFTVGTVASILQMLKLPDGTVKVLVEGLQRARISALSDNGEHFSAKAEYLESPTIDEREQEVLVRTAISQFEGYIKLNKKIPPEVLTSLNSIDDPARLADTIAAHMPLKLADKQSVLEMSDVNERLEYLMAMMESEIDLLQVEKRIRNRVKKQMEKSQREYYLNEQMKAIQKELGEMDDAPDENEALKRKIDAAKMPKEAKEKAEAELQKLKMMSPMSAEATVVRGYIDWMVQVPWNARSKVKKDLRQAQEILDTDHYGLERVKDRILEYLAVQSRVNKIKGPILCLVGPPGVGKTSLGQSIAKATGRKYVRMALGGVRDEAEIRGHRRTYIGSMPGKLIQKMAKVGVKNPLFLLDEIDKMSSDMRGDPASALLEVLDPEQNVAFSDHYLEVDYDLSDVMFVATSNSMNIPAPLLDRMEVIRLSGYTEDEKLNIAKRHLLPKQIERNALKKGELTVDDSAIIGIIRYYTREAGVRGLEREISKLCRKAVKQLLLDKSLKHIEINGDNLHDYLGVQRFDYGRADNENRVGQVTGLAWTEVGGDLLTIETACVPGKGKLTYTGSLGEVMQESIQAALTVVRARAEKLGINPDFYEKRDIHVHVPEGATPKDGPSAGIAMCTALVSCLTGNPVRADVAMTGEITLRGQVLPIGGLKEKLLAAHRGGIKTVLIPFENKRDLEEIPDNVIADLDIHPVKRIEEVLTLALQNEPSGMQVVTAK
MsrA inhibitor: inhibitors of bovine MsrA. 360,000 tested, 0.75% active. purified bovine MsrA, absorbance read-out. inhibition, % at 15.5 µM; in the data active = inhibition above about 4.5%;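 note: 0% = vehicle wells with enzyme and 100% = reference inhibitor wells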
FAS-TE inh: FAS thioesterase (human) inhibition; P49327; recombinant FAS-TE, OMFH fluorogenic substrate, fluorescence endpoint; inhibition, % at 15 µM; 360,000 tested, 0.67% active; AID 602261;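 active = compounds whose normalised, plate-corrected inhibition of enzyme fluorescence in the single-dose primary screen is 50% or more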;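 note: 0% = DMSO with enzyme and 100% = substrate without enzyme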
MsrA act: activates bovine MsrA enzyme. 360,000 tested, 0.3% active. purified bovine MsrA, absorbance read-out. activation, % at 10.6 µM; in the data active = activation above about 7.5%;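 note: 0% = vehicle and 100% = reference activator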
Neddylation inh: inhibitors of human cullin neddylation. P61081+Q13564. TR-FRET cullin neddylation, biochemical. calls only at 25 µM. 360,000 tested, 0.58% active. AID 651699; in the data active = inhibition above about 36%
Rin1 Abl inh: human Rin1-Abl interaction inhibition. P00519+Q13671. TR-FRET Rin1/Abl binding, biochemical. inhibition, % at 7.35 µM. 360,000 tested, 0.4% active. AID 588664; in the data active = inhibition above about 5%, passing the limit was not always enough
MT1-MMP act inh: MT1-MMP (human) activation inhibition. 360,000 tested, 0.061% active. AID 651647. GFP/RFP ratio change, % at 20 µM. HT1080 RFP-PRO-GFP cells, GFP/RFP ratio fluorescence, overnight; percent of plate control window, DMSO zero;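 active = GFP/RFP ratio change of at least 30% with cell ATP level not reduced by more than half and red fluorescence within 50% of control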; note: strong numbers were not always called active
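Read-out: GFP/RFP fluorescence ratio; Test system: RFP-PRO-GFP reporter HT1080 cells; Compound dosing: single-point 20 µM compound, 1% DMSO; Times: overnight compound exposure at 37 °C.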
* = called active by the depositor.

The first 4 compounds, ahead of the listing:
CC(C)C1CCN(C(=O)C2CCC(=O)N(CCc3ccc(Cl)cc3)C2)CC1 (configuration not stated) was read as SKN-1 inh 0, CendR NRP1 mod -12, eLon inh -1, MsrA inhibitor -0.1, FAS-TE inh 24, MsrA act -1, Neddylation inh inactive, Rin1 Abl inh 3 and MT1-MMP act inh -2.
COc1ccc(S(=O)(=O)N2CCOCC2)cc1C(=O)N(C)Cc1ccco1 was read as SKN-1 inh -3, CendR NRP1 mod -7, eLon inh 0, MsrA inhibitor -0.2, FAS-TE inh -5, MsrA act -3, Neddylation inh inactive, Rin1 Abl inh 3 and MT1-MMP act inh 0.
Screening CCC(C)[C@H](NC(=O)N1CCCC1)C(=O)O (some centres not stated) returned SKN-1 inh 9, CendR NRP1 mod 4, eLon inh -2, MsrA inhibitor 0.7, FAS-TE inh -11, MsrA act 0, Neddylation inh inactive, Rin1 Abl inh 1 and MT1-MMP act inh 5.
Screening CCOc1ccc(/C=N/n2c(C)nnc2C)cc1OC returned SKN-1 inh 5, CendR NRP1 mod 3, eLon inh -3, MsrA inhibitor 1.9, FAS-TE inh -3, MsrA act -4, Neddylation inh inactive, Rin1 Abl inh 2 and MT1-MMP act inh 4.

This part in full (from the top)
CC(C)C1CCN(C(=O)C2CCC(=O)N(CCc3ccc(Cl)cc3)C2)CC1 (configuration not stated) was read as SKN-1 inh 0, CendR NRP1 mod -12, eLon inh -1, MsrA inhibitor -0.1, FAS-TE inh 24, MsrA act -1, Neddylation inh inactive, Rin1 Abl inh 3 and MT1-MMP act inh -2.
COc1ccc(S(=O)(=O)N2CCOCC2)cc1C(=O)N(C)Cc1ccco1 was read as SKN-1 inh -3, CendR NRP1 mod -7, eLon inh 0, MsrA inhibitor -0.2, FAS-TE inh -5, MsrA act -3, Neddylation inh inactive, Rin1 Abl inh 3 and MT1-MMP act inh 0.
Screening CCC(C)[C@H](NC(=O)N1CCCC1)C(=O)O (some centres not stated) returned SKN-1 inh 9, CendR NRP1 mod 4, eLon inh -2, MsrA inhibitor 0.7, FAS-TE inh -11, MsrA act 0, Neddylation inh inactive, Rin1 Abl inh 1 and MT1-MMP act inh 5.
Screening CCOc1ccc(/C=N/n2c(C)nnc2C)cc1OC returned SKN-1 inh 5, CendR NRP1 mod 3, eLon inh -3, MsrA inhibitor 1.9, FAS-TE inh -3, MsrA act -4, Neddylation inh inactive, Rin1 Abl inh 2 and MT1-MMP act inh 4.
COc1ccc(/C=N/Nc2nncc3ccccc23)cc1 was read as SKN-1 inh 14, CendR NRP1 mod -1, eLon inh 3, MsrA inhibitor -1.3, FAS-TE inh 2, MsrA act -12, Neddylation inh inactive, Rin1 Abl inh -2 and MT1-MMP act inh -1.
`CC(c1nccs1)N(C)C(=O)CCc1nnc(CCc2ccccc2)o1` (configuration not stated) gave SKN-1 inh 1, CendR NRP1 mod -1, eLon inh 1, MsrA inhibitor 1.1, FAS-TE inh -3, MsrA act -1, Neddylation inh inactive, Rin1 Abl inh -3 and MT1-MMP act inh -2.
`CC(C)(C)NCc1cc(Br)ccc1OCc1cccs1` gave SKN-1 inh 3, CendR NRP1 mod -6, eLon inh -3, MsrA inhibitor -0.5, FAS-TE inh -10, MsrA act -2, Neddylation inh inactive, Rin1 Abl inh -1 and MT1-MMP act inh -2.
Screening COc1ccc(-c2c(-c3ccc4c(c3)OCO4)noc2C)cn1 returned SKN-1 inh -4, CendR NRP1 mod 3, eLon inh -5, MsrA inhibitor 0.0, FAS-TE inh 11, MsrA act -2, Neddylation inh inactive, Rin1 Abl inh 2 and MT1-MMP act inh -8.
Screening COc1cnn(-c2ccc(C)cc2)c(=O)c1SCc1ccccc1 returned SKN-1 inh 1, CendR NRP1 mod 9, eLon inh -6, MsrA inhibitor 0.3, FAS-TE inh 1, MsrA act 1, Neddylation inh inactive, Rin1 Abl inh -1 and MT1-MMP act inh -7.
Screening CC1CCCN(S(=O)(=O)c2ccc3c(c2)n(C)c(=O)c(=O)n3C)C1 (configuration not stated) returned SKN-1 inh 7, CendR NRP1 mod -3, eLon inh 0, MsrA inhibitor -0.6, FAS-TE inh -10, MsrA act -2, Neddylation inh inactive, Rin1 Abl inh -4 and MT1-MMP act inh 7.
Screening COC(=O)[C@@H]1C[C@@]2(O)[C@H](O)[C@H](O)[C@H](O)C[C@H]2N1Cc1ccc(C)s1 returned SKN-1 inh 4, CendR NRP1 mod 10, eLon inh -6, MsrA inhibitor 0.8, FAS-TE inh -5, MsrA act 3, Neddylation inh inactive, Rin1 Abl inh 1 and MT1-MMP act inh 1.
CCc1ccc(NS(=O)(=O)c2cc3c(cc2C)n(C)c(=O)c(=O)n3C)cc1 was read as SKN-1 inh 11, CendR NRP1 mod -18, eLon inh 0, MsrA inhibitor 0.9, FAS-TE inh 74*, MsrA act -1, Neddylation inh inactive, Rin1 Abl inh -8 and MT1-MMP act inh -5.
For COc1ccccc1OCC(=O)NCC1CCCN(Cc2cnn(C(C)C)c2)C1 (configuration not stated) the results were SKN-1 inh 13, CendR NRP1 mod -4, eLon inh 3, MsrA inhibitor 0.9, FAS-TE inh -2, MsrA act -4, Neddylation inh inactive, Rin1 Abl inh 0 and MT1-MMP act inh 0.
For Cc1ccc(SCC(=O)OCC(=O)N(C)CC(=O)Nc2ccc(F)cc2)cc1 the results were SKN-1 inh 1, CendR NRP1 mod -5, eLon inh 3, MsrA inhibitor -0.5, FAS-TE inh -2, MsrA act -6, Neddylation inh inactive, Rin1 Abl inh 2 and MT1-MMP act inh 2.
`O=C(CC1(O)C(=O)c2ccccc2C1=O)c1ccccc1` gave SKN-1 inh 9, CendR NRP1 mod 15, eLon inh 6, MsrA inhibitor 0.1, FAS-TE inh -2, MsrA act -4, Neddylation inh inactive, Rin1 Abl inh 1 and MT1-MMP act inh 5.
Screening N#C/C(=C\C1=C(N2CCOCC2)C(=C\c2ccc(Cl)cc2)/CC1)C(=O)Nc1ccccc1F returned SKN-1 inh 30, CendR NRP1 mod -131, eLon inh -153, MsrA inhibitor 0.6, FAS-TE inh -1, MsrA act -3, Neddylation inh inactive, Rin1 Abl inh -2 and MT1-MMP act inh 4.
For O=C(COC(=O)c1ccc(Cl)cc1O)NC(=O)C1CCCCC1 the results were SKN-1 inh -13, CendR NRP1 mod -9, eLon inh 8, MsrA inhibitor -0.7, FAS-TE inh -3, MsrA act -3, Neddylation inh inactive, Rin1 Abl inh 4 and MT1-MMP act inh 3.
Screening CCN(CC)S(=O)(=O)c1ccc(NN=C2CCN(C(C)C)CC2)c([N+](=O)[O-])c1 returned SKN-1 inh 2, CendR NRP1 mod 0, eLon inh 2, MsrA inhibitor 0.0, FAS-TE inh 2, MsrA act -2, Neddylation inh inactive, Rin1 Abl inh 0 and MT1-MMP act inh -2.
`O=C(Cn1cc(SCc2ccc(F)cc2)c2ccccc21)N1CCOCC1` gave SKN-1 inh 13, CendR NRP1 mod 9, eLon inh 5, MsrA inhibitor 0.6, FAS-TE inh 8, MsrA act -2, Neddylation inh inactive, Rin1 Abl inh 5 and MT1-MMP act inh -1.
CC(=O)Oc1ccc(C(=O)Nc2cc(C)ccc2NC(=O)COc2ccccc2)cc1 was read as SKN-1 inh -1, CendR NRP1 mod 7, eLon inh -5, FAS-TE inh 1, MsrA act -1, Neddylation inh inactive, Rin1 Abl inh 1 and MT1-MMP act inh -1.
`COc1cc(OC)c(OC)cc1CNC(=O)c1cc(S(=O)(=O)N(C)c2ccccc2OC)ccc1C` gave SKN-1 inh 0, CendR NRP1 mod 6, eLon inh 16, MsrA inhibitor -0.7, FAS-TE inh -4, MsrA act -4, Neddylation inh inactive, Rin1 Abl inh -1 and MT1-MMP act inh -1.
For CC(C)[C@H](NS(=O)(=O)c1ccccc1)C(=O)OCn1nnc2ccccc2c1=O the results were SKN-1 inh 0, CendR NRP1 mod 13, eLon inh 4, MsrA inhibitor -0.8, FAS-TE inh -2, MsrA act 2, Neddylation inh inactive, Rin1 Abl inh -4 and MT1-MMP act inh -1.
For O=C(c1ccc2c(c1)OCO2)C1CCCN(C(=O)Nc2ccc(F)cc2F)C1 (configuration not stated) the results were SKN-1 inh 1, CendR NRP1 mod -5, eLon inh 16, MsrA inhibitor -0.1, FAS-TE inh 3, MsrA act -2, Neddylation inh inactive, Rin1 Abl inh 4 and MT1-MMP act inh 6.
Screening Nc1ccc(C(=O)NCCCCCCNC(=O)c2ccc(N)cc2)cc1 returned SKN-1 inh -18, CendR NRP1 mod -4, eLon inh -2, MsrA inhibitor 0.6, FAS-TE inh -6, MsrA act -2, Neddylation inh inactive, Rin1 Abl inh 0 and MT1-MMP act inh -1.
For CCOC(=O)c1ccc(N2Cc3ccccc3C2=NC(=O)c2ccncc2)cc1 the results were SKN-1 inh -4, CendR NRP1 mod 1, eLon inh -1, MsrA inhibitor 0.9, FAS-TE inh 5, MsrA act -4, Neddylation inh inactive, Rin1 Abl inh 2 and MT1-MMP act inh -1.
O=C(NCCc1ccccc1)c1c(F)cccc1F was read as SKN-1 inh -2, CendR NRP1 mod 4, eLon inh -6, MsrA inhibitor -0.4, FAS-TE inh -2, MsrA act 11*, Neddylation inh inactive, Rin1 Abl inh -1 and MT1-MMP act inh 2.
Screening Cc1cnc(NC(=O)CCc2ccccc2)s1 returned SKN-1 inh 24, CendR NRP1 mod -4, eLon inh -16, MsrA inhibitor -0.3, FAS-TE inh -6, MsrA act -1, Neddylation inh inactive, Rin1 Abl inh 3 and MT1-MMP act inh -4.
CCCc1nc2ccccc2c(=O)n1-c1ccc(C(=O)OCC)cc1 was read as SKN-1 inh 3, CendR NRP1 mod -1, eLon inh -2, MsrA inhibitor -0.8, FAS-TE inh 0, MsrA act -2, Neddylation inh inactive, Rin1 Abl inh -2 and MT1-MMP act inh 1.
For CC(=O)NC1=NN(c2ccccc2)C(=O)C1 the results were SKN-1 inh -3, CendR NRP1 mod -11, eLon inh 1, MsrA inhibitor -0.1, FAS-TE inh -5, MsrA act 2, Neddylation inh inactive, Rin1 Abl inh 1 and MT1-MMP act inh 7.
Screening COC(=O)c1ccsc1NC(=O)c1ccco1 returned SKN-1 inh 20, CendR NRP1 mod -9, eLon inh -4, MsrA inhibitor 3.0, FAS-TE inh -1, MsrA act -4, Neddylation inh inactive, Rin1 Abl inh -2 and MT1-MMP act inh -3.
CCN1C(=O)/C(=C/C=C2\C=CN(CC)c3ccccc32)SC1=S was read as SKN-1 inh 4, CendR NRP1 mod -1, eLon inh 11, MsrA inhibitor 0.0, FAS-TE inh 0, MsrA act 0, Neddylation inh inactive, Rin1 Abl inh -6 and MT1-MMP act inh 56.
For COc1cccc(CC2(CO)CCCN(Cc3cn[nH]c3C3CCCCC3)C2)c1 (configuration not stated) the results were SKN-1 inh -1, CendR NRP1 mod -18, eLon inh 5, MsrA inhibitor 1.3, FAS-TE inh -8, MsrA act -3, Neddylation inh inactive, Rin1 Abl inh 3 and MT1-MMP act inh 0.
Screening Cc1cc(NC(=O)CN(C)C)c([N+](=O)[O-])cc1C returned SKN-1 inh -3, CendR NRP1 mod 16, eLon inh 3, MsrA inhibitor 1.8, FAS-TE inh -2, MsrA act -1, Neddylation inh inactive, Rin1 Abl inh -2 and MT1-MMP act inh 0.
Screening O=C(O)c1cc2nccc(-c3ccc(F)cc3)n2n1 returned SKN-1 inh -9, CendR NRP1 mod 5, eLon inh -4, MsrA inhibitor -0.2, FAS-TE inh -4, MsrA act -4, Neddylation inh inactive, Rin1 Abl inh 1 and MT1-MMP act inh -1.
Cc1cc(C(=O)CSc2nc(N)cc(=O)[nH]2)c(C)n1Cc1ccco1 was read as SKN-1 inh -8, CendR NRP1 mod -6, eLon inh -2, MsrA inhibitor -0.8, FAS-TE inh -2, MsrA act -5, Neddylation inh inactive, Rin1 Abl inh 0 and MT1-MMP act inh -5.
CC(=O)Nc1ccc(N=Nc2ccccc2)cc1[N+](=O)[O-] was read as SKN-1 inh 35, CendR NRP1 mod -9, eLon inh 8, MsrA inhibitor 2.8, FAS-TE inh 8, MsrA act -6, Neddylation inh inactive, Rin1 Abl inh -2 and MT1-MMP act inh 5.
